VLA-4 inh – inhibition in a human VLA-4 binding assay; VLA-4 expressing cells, ligand binding flow cytometry; P13612; hit rate 0.2% among 330,000; inhibition, % (about 7 µM as worked out from the volumes in the protocol); in the data active means inhibition above about 50%
MEP2 TOR yeast – alters MEP2-GFP fluorescence in TOR pathway yeast screen | S. cerevisiae MEP2-GFP strain, flow cytometry GFP, 3 h; 100% = DMSO control level | GFP response vs DMSO, % at 10 µM | hit rate 0.51% among 330,000;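 active means GFP response versus DMSO above a set limit, roughly screen mean plus 3 SD, cut at about 180% in these data; inconclusive means fewer than 70 cells counted for a yeast strain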;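 further: median GFP fluorescence of the barcode-gated MEP2-GFP cells per well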
RPL19A-GFP yeast – alters RPL19A-GFP fluorescence in TOR pathway yeast screen; S. cerevisiae RPL19A-GFP strain, flow cytometry, 3 h; stronger effect = lower value; percent response vs DMSO, % at 10 µM; hit rate 0.3% among 330,000;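 active means percent response vs DMSO below 50%; inconclusive means fewer than 70 events counted for the yeast strain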;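 further: median channel GFP fluorescence of the barcoded RPL19A-GFP strain; ratio of sample median GFP to plate DMSO average so 100% = DMSO; lower means less RPL19A-GFP as with rapamycin TOR inhibition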
LAP4 TOR yeast – alters LAP4-GFP fluorescence in TOR pathway yeast screen. AID 2023. S. cerevisiae LAP4-GFP multiplex, flow cytometry GFP, 3 h; median GFP as percent of DMSO wells. GFP response vs DMSO, % at 10 µM. hit rate 0.34% among 320,000;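 active means GFP response vs DMSO above a set limit, about the screen mean plus 3 SD, cut at about 150% in these data; inconclusive means under 70 cell events counted for the yeast strain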
GRK2 aptamer HTS – blocks RNA aptamer binding to human GRK2 | P25098 | hit rate 0.59% among 330,000 | AID 488847 | inhibition of aptamer binding, % at 10 µM | bead flow cytometry, FAM-aptamer displacement from GRK2;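 active means inhibition of aptamer binding above 40%, roughly 3 SD of noise, on plates passing a quality check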;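 further: median bead fluorescence of bound FAM aptamer so fluorescent compounds give negative values; no value below 0 was filed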
CIT2 TOR yeast – yeast TOR pathway CIT2-GFP modulation. S. cerevisiae CIT2-GFP strain, flow cytometry, 3 h; 100 means same as DMSO wells. GFP response vs DMSO, % at 10 µM. hit rate 0.065% among 320,000. AID 2029;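 active means GFP response relative to DMSO above a set limit, near the screen mean plus 3 SD, cut at about 150% in these data; inconclusive means Fewer than 70 cells measured for a yeast strain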;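 further: ratio of well median GFP fluorescence to mean of DMSO wells on the plate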
JMJD2C inh – inhibitors of human GASC-1 (JMJD2C) demethylase; hit rate 0.069% among 330,000; Q9H3R0; inhibition, % at 2.35 µM; GST-JMJD2C(1-420) H3K9me3 demethylation, DELFIA europium; AID 2099;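 active means more than half of a compound's replicate wells show inhibition beyond 50%, single wells judged on their own value; inconclusive means some, but no more than half, of replicates pass 50% inhibition; inactive means no replicate passes 50% inhibition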;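 further: signal counts dimethyl H3K9 product captured on neutravidin plate; 0% = median of DMSO wells and 100% = 0.3 times that DMSO median; strong numbers were not always called active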
Target sequence (Q9H3R0 1-420 limits assumed): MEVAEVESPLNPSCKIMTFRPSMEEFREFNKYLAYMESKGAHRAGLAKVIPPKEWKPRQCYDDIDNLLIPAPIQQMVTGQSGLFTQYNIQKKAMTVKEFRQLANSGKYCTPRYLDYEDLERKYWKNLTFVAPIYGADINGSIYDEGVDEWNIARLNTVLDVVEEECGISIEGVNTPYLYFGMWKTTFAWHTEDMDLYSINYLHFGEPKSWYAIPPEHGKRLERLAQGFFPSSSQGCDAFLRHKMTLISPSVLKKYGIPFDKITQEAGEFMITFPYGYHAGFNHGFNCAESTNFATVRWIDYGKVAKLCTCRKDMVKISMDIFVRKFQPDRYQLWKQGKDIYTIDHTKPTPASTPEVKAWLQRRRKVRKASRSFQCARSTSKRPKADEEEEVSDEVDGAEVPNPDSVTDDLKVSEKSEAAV
AGP1 TOR yeast – yeast TOR pathway AGP1-GFP modulation. S. cerevisiae AGP1-GFP multiplex flow cytometry, 3 h; GFP as percent of DMSO wells. GFP response vs DMSO, % at 10 µM. hit rate 0.02% among 320,000;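 active means GFP response relative to DMSO above a set limit, near screen average plus 3 SD, cut at about 150% in these data; inconclusive means fewer than 70 cells counted for the yeast strain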;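 further: median GFP channel fluorescence of the gated AGP1 strain per well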
Active calls of the source: *; i = inactive; ? = inconclusive; . = not tested or not shown; & = joins results of further samples; [ ] = dose if it differs, or a comment.

SMILES	VLA-4 inh	MEP2 TOR yeast	RPL19A-GFP yeast	LAP4 TOR yeast	GRK2 aptamer HTS	CIT2 TOR yeast	JMJD2C inh	AGP1 TOR yeast
CCOC(=O)C1CCCN(CCC(=O)Nc2cc(C)ccc2C)C1 (stereo unspecified)	17	86	99	87	0	97	-2	102
Cc1cccn2c(=O)c3cc(C(=O)NCc4ccco4)c(=N)n(C4CCCCC4)c3nc12	-3	142[may fluoresce violet]	78[may fluoresce violet]	93[may fluoresce violet]	2	?	9	20[may fluoresce violet]
O=C(COC(=O)C1C2CC3OC(=O)C1C3C2)Nc1cccc(Cl)c1 (stereo unspecified)	-1	104	106	93	0	100	-5	105
COc1ccc2c(=O)c(C(=O)O)c(-c3ccc4c(c3)OCO4)n(C)c2c1	1	100	103	101	2	94	-1	97
CC1CN(C(=O)c2ccc(NS(=O)(=O)c3ccc(F)c(F)c3)cc2)CC(C)O1 (stereo unspecified)	3	100	100	104	1	96	5	102
COc1nnc(OC)c2ccccc12	-4	95	112	79	2	80	-3	84
CC1Cc2ccccc2N1C(=O)Cn1cc([N+](=O)[O-])cn1 (stereo unspecified)	2	107	100	110	0	103	0	110
Cc1ccc(S(=O)(=O)NC2c3cccc4cccc(c34)C2Sc2nncn2C)cc1 (stereo unspecified)	-6	113	108	111	0	120	14	114
CCC(C)[C@H](NC(=O)NCc1ccco1)C(=O)O (stereo partly specified)	3	97	97	97	6	93	i	96
CC(C)CCNc1nc(N)c([N+](=O)[O-])c(NCCO)n1	-18	94	92	105	0	93	-4	105
Cc1noc(C)c1CN(C(=S)NC1CC1)c1ccccc1	8	98	100	98	17	101	-2	101
CC(C)NC(=O)C1CCN(C(=O)c2ccc(-c3ccccc3)cc2)CC1	1	105	99	100	0	101	-3	102
Cc1ccc(C(=O)CC(c2cccs2)S(=O)(=O)c2ccc(C)cc2)cc1 (stereo unspecified)	-6	98	99	87	2	100	-5	92
Cc1ccc(C(=O)N[C@H](C(=O)OCc2cc(=O)oc3cc(C)ccc23)C(C)C)cc1	16	107	101	98	0	101	0	106
CN(C(=S)NC1CCCCC1)C1(c2ccccc2Cl)CCCCC1=O (stereo unspecified)	6	96	98	84	0	99	-2	95
Cc1ccc(NC(=O)CN(C)C(=O)c2cc3c(s2)CCCCC3)cc1	22	95	98	92	2	97	.	94
O=C(Nc1ccc(F)cc1)c1cccc2c1C(=O)N(Cc1ccccn1)C2	-18	92	99	99	3	95	29	96
O=c1cc(Cc2nnc(SCc3ccccc3)n2-c2ccc(Cl)cc2)[nH]c(=O)[nH]1	2	107	105	94	5	100	8	99
Cc1ccccc1NC(=O)c1cc[n+]([O-])cc1	11	100	96	88	0	100	3	93
COC(CC(=O)NNC(=S)Nc1ccc(Cl)cc1)OC	0	104	108	100	4	102	-3	109

13 neighbouring entries already listed, for reference:
SMILES	VLA-4 inh	MEP2 TOR yeast	RPL19A-GFP yeast	LAP4 TOR yeast	GRK2 aptamer HTS	CIT2 TOR yeast	JMJD2C inh	AGP1 TOR yeast
Cc1ccc(S(=O)(=O)NC2c3cccc4cccc(c34)C2Sc2nncn2C)cc1 (stereo unspecified)	-6	113	108	111	0	120	14	114
CCC(C)[C@H](NC(=O)NCc1ccco1)C(=O)O (stereo partly specified)	3	97	97	97	6	93	i	96
CC(C)CCNc1nc(N)c([N+](=O)[O-])c(NCCO)n1	-18	94	92	105	0	93	-4	105
Cc1noc(C)c1CN(C(=S)NC1CC1)c1ccccc1	8	98	100	98	17	101	-2	101
CC(C)NC(=O)C1CCN(C(=O)c2ccc(-c3ccccc3)cc2)CC1	1	105	99	100	0	101	-3	102
Cc1ccc(C(=O)CC(c2cccs2)S(=O)(=O)c2ccc(C)cc2)cc1 (stereo unspecified)	-6	98	99	87	2	100	-5	92
Cc1ccc(C(=O)N[C@H](C(=O)OCc2cc(=O)oc3cc(C)ccc23)C(C)C)cc1	16	107	101	98	0	101	0	106
CN(C(=S)NC1CCCCC1)C1(c2ccccc2Cl)CCCCC1=O (stereo unspecified)	6	96	98	84	0	99	-2	95
Cc1ccc(NC(=O)CN(C)C(=O)c2cc3c(s2)CCCCC3)cc1	22	95	98	92	2	97	.	94
O=C(Nc1ccc(F)cc1)c1cccc2c1C(=O)N(Cc1ccccn1)C2	-18	92	99	99	3	95	29	96
O=c1cc(Cc2nnc(SCc3ccccc3)n2-c2ccc(Cl)cc2)[nH]c(=O)[nH]1	2	107	105	94	5	100	8	99
Cc1ccccc1NC(=O)c1cc[n+]([O-])cc1	11	100	96	88	0	100	3	93
COC(CC(=O)NNC(=S)Nc1ccc(Cl)cc1)OC	0	104	108	100	4	102	-3	109

(more compounds)
SMILES	VLA-4 inh	MEP2 TOR yeast	RPL19A-GFP yeast	LAP4 TOR yeast	GRK2 aptamer HTS	CIT2 TOR yeast	JMJD2C inh	AGP1 TOR yeast
CCC(C)N1CC(O)=C(c2nc3ccccc3[nH]2)C1=N (stereo unspecified)	13	97	107	87	2	67	3	80
CCC(C)NC(=O)COCc1cc(-c2ccc3c(c2)OCO3)on1 (stereo unspecified)	4	104	103	91	0	99	1	93
CC1CCC2(CC1)NC(=O)N(CC(=O)Nc1ccc(C(N)=O)cc1)C2=O (stereo unspecified)	-4	101	98	97	2	103	4	101
COC(=O)COc1ccc(/C=N/NC(=O)c2ccc(N(Cc3ccccc3)S(C)(=O)=O)cc2)cc1	-35	97	99	92	0	97	-2	99
O=C1NNC(c2ccccc2)=N/C1=C\c1ccco1	-6	98	105	113	2	99	2	120
O=C(NCCc1ccccc1)C1CCC(CNS(=O)(=O)c2ccccc2)CC1 (stereo unspecified)	4	94	98	91	2	97	26	99
Cc1cc(S(=O)(=O)Nc2c(C(=O)O)[nH]c3ccccc23)ccc1F	-4	105	102	102	2	111	10	107
COCCN(C(=O)CSc1nnc(-c2cccs2)n1N)c1c(N)n(Cc2ccccc2)c(=O)[nH]c1=O	9	111	105	71	0	117	-4	90
CCCOC(=O)CSc1nc(N)c(C#N)c(CC)c1C#N	0	96	100	105	0	95	-43	102
O=C(COC(=O)CN1C(=O)C(=O)c2ccccc21)OCN1C(=O)c2ccccc2C1=O	10	106	101	98	7	110	3	99
COc1ccc(-n2cc(-c3ccccc3)c3c(=O)[nH]cnc32)cc1	6	111	111	54	1	129	-2	91
CC(=O)c1ccccc1OCC(O)CNC1CCCC1 (stereo unspecified)	3	99	103	98	2	97	9	102
N=C(N)n1c(N)nc2ccccc2c1=O	-1	107	101	93	3	100	-10	96
COc1cc(/C=C(\C#N)C(=O)NCC2CCCO2)c([N+](=O)[O-])cc1OC (stereo unspecified)	1	101	97	99	3	100	11	103
COc1ccc(Cn2nnnc2C(c2cccs2)N2CCN(c3ccccc3)CC2)cc1 (stereo unspecified)	22	100	100	102	1	100	9	98
COc1ccc(OC)c(NC(=O)c2cc(-c3c(C)cc(C)cc3O)n[nH]2)c1	22	115	104	110	2	104	-1	107
O=C(c1cnn2c(C(F)(F)F)cc(-c3ccc4c(c3)OCO4)nc12)N1CCCC1	5	103	97	105	1	103	-10	100
CC(C)(C)NC(=O)CSc1nnc(C2CC2)n1-c1ccccc1	-14	115	100	114	1	101	7	101
COc1cccc(NC(=S)NCCN2CCOCC2)c1	6	106	106	95	2	100	-11	96
CCO[C@H]1OC(C(=O)Nc2ccccc2)=C[C@@H](C2CC2)[C@@H]1CCCO	-2	103	105	143	1	124	-1	98
O=C(NNC(=O)c1ccccc1Cl)c1ccc2c(c1)OCCO2	-1	97	96	102	3	105	-3	101
Cc1cccc(OCC(=O)OC2CCN(C)CC2)c1	-8	99	98	96	0	95	0	105
Cc1ccc(S(=O)(=O)c2ccccc2)cc1S(=O)(=O)N1CCOCC1	-3	98	97	96	0	93	-21	98
CN1CCN(S(=O)(=O)c2cccc(C(=O)N(c3ccccn3)C3CCCCC3)c2)CC1	4	81	86	90	0	87	-1&9	83
Cc1ccc(-n2c(SCC(=O)NC3CCCCC3)nc3c(c2=O)SCC3)cc1	39	94	95	92	4	98	-17	96
O=C(Nc1ncccn1)C1CCCCC1	4	98	96	92	0	94	-16	94
C[C@@H](NC(=O)c1nc[nH]c1C(=O)N[C@H](C)c1ccccc1)c1ccccc1	4	100	104	115	0	103	4	112
CC(C)(C)c1ccccc1NC(=O)CN1C(=O)NC2(CCCC2)C1=O	18	105	106	98	1	93	-6	98
CCN(CC)CCNC(=O)c1ccc(NC(=O)c2cn(-c3ccccc3)nc2-c2cccs2)cc1	-79	91	105	103	2	101	2	98
COc1ccc(/C=N/NC(=O)CC2N=C(Cc3ccccc3)NNC2=O)cc1OC (stereo unspecified)	3	101	103	87	0	102	0	98
Cc1cccn2c(=O)nc(SCC(=O)NCc3ccccc3)nc12	15	103	97	108	0	104	-1	112
CCOC(=O)N1CCC(NC(=O)c2ccc3c(Cl)c4c(nc3c2)CCCC4)CC1	7	98	92	102	1	94	-2	96
CCOc1ccc(CNC(=O)CCS(=O)(=O)Cc2ccc(C)cc2)cc1OC	6	95	97	96	0	93	7	100
Cc1cc(C(=O)NCc2cccs2)cs1	-1	104	100	114	0	103	0	106
Cc1ccc(-c2[nH][nH]c(=O)c(=O)c2N=Nc2ccccc2)cc1	7	111	97	115	0	96	-2	100
Cc1cccc(N(Cc2ccccc2)C(=O)c2ccccc2S(C)(=O)=O)c1	20	100	104	98	0	98	-25	99
CC(Sc1ncnc2sccc12)C(=O)Nc1ccc(S(N)(=O)=O)cc1 (stereo unspecified)	4	100	98	87	1	106	-1	101
CC(C)c1ccc(C(=O)NNC(=O)c2ccncc2)cc1	6	104	101	94	2	98	15	91
CCOc1ccc(CN(Cc2ccco2)S(=O)(=O)c2ccc(-n3cnnn3)c(OC)c2)cc1	.	101	100	106	39	105	1	100
CC1CCCC(NC(=S)NC(=O)c2ccccc2Br)C1C (stereo unspecified)	16	84	92	116	0	74	-19	105
O=C(CSc1n[nH]c(-c2ccco2)n1)Nc1ccc(F)cc1	0	108	104	100	1	101	-3	105
CCOc1ccccc1NC(=O)CN1CCC(C(=O)c2ccc(F)cc2)CC1	5	95	98	95	0	105	1	103
C/C(=N\Nc1nnc2c3ccccc3n(C)c2n1)c1ccc(C)o1	3	103	94	86	1	94	3	88
CCCCNC(=O)CSc1nnc(-c2c[nH]c3ccccc23)n1CC1CCCO1 (stereo unspecified)	-1	101	99	95	0	100	-14	96
CC(C)(C)CC(=O)Nc1nnc(SCC(=O)NC2CCCC2)s1	-12	99	103	93	1	109	28	105
Cc1nn(C(C)C)c(C)c1CN1CCN(Cc2ccsc2)C(CCO)C1 (stereo unspecified)	2	101	106	95	6	101	-1	104

Screening results deposited in PubChem BioAssay by several laboratories.
